Assay outcomes: PubChem, several laboratories
EBV LMP1 NFkB: reduces LMP1-driven NF-kappaB luciferase signal | 350,000 tested, 0.69% active | inhibition, % at 12.5 µM | LMP1-induced NF-kappaB luciferase reporter cells, luminescence; in the data active means inhibition above about 41%;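 further: 0% = neutral control wells and 100% = reference inhibitor control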
CF NFkB inh: cystic fibrosis NF-kB activation inhibition; KKLEB NF-kB-GFP reporter, PAF-induced, GFP fluorescence overnight; inhibition, % at 5 µM; 360,000 tested, 0.86% active; AID 588850;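 active means at least 50% inhibition at 5 µM, scaled per plate between neutral and stimulator controls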;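 further: PAF is a Pseudomonas aeruginosa culture filtrate used as stimulus; plate controls were PAF-stimulated DMSO wells for no effect and unstimulated DMSO wells for full effect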
HIF-2a inh: HIF-2a inhibition; 786-0 RCC cells HIF-2a reporter, luciferase luminescence, overnight; inhibition, % at 18.8 µM; 360,000 tested, 0.72% active; AID 624352;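 active means inhibition of the luminescence signal of 40% or more relative to plate controls, in a single-dose primary screen at 18.75 µM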
Shn3 inh set2: Schnurri-3 reporter inhibition in Clone20 osteoblasts | Clone20 osteoblast Shn3 3'UTR firefly luciferase, 24 h | inhibition, % at 12.5 µM | 360,000 tested, 0.52% active;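 active means mean inhibition of at least 75% with every replicate also reaching 75%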;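 further: 0% = median of neutral control wells and 100% = pilot-screen positive control compound; some compounds past the cut are filed as inactive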
Peg3 promoter: reduces Peg3 promoter-driven luciferase expression in HeLa. inhibition, % at 20 µM. 360,000 tested, 1.7% active. HeLa PEG-Prom luciferase reporter, luminescence, overnight;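 active means inhibition of at least 50% at 20 µM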
NR2E3 ag-1: NR2E3 (human) agonism; AID 2300; 320,000 tested, 0.12% active; inhibition of corepressor binding, % at 4.78 µM; Q9Y5X4; GST-NR2E3/biotin-RetCOR TR-FRET, 1536-well;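 active means percent inhibition above the cutoff of mean plus 3 SD of all tested compounds, set per screening campaign, cut at about 20% in these data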;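 further: 0% = DMSO wells and 100% = biotin wells as full block of FRET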
Target sequence (Q9Y5X4 whole entry, looked up): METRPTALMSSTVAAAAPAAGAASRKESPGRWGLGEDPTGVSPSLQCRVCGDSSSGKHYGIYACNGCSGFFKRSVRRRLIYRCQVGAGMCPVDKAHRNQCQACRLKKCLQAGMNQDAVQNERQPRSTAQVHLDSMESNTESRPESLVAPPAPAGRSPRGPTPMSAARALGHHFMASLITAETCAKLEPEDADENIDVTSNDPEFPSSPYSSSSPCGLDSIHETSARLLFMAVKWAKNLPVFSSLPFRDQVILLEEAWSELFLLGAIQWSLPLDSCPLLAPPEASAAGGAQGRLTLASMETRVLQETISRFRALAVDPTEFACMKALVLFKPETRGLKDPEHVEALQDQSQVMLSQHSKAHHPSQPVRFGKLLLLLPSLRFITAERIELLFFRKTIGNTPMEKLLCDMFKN
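System: GST-tagged NR2E3 plus biotinylated RetCOR corepressor; Buffer or medium: pH 7.5 Tris-based buffer; Probe or stimulus: RetCOR corepressor, biotinylated, 7 nM; Doses: compound at 4.8 µM, single dose; Schedule: 5 h incubation at 4 °C; Technique: time-resolved FRET; Evaluation: percent inhibition of TR-FRET ratio; Replication: one well per compound, singlicate testing.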
TRPM1 prom inh: inhibitors of MITF-driven TRPM1 promoter in melanoma cells; SK-MEL-5 TRPM1 promoter luciferase, 24 h; inhibition, % at 12.5 µM; 330,000 tested, 0.83% active;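 active means mean inhibition across replicates of 60% or more, whatever share of single replicates reaches that level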; further: values of inactives mirror those of a sister screen read the other way
TRAIL sens C8: sensitizes caspase-8 expressing cells to TRAIL | inhibition (viability loss, TRAIL sensitization), % at 10 µM | 360,000 tested, 1% active | NB7+C8 cells + TRAIL, ATPlite viability luminescence | AID 624354;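 active means compounds causing at least 50% loss of cell viability in the single-dose screen, relative to plate controls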
NR2E3 ag-2: activates human NR2E3 receptor; CHO-S Gal4-NCOR/VP16-NR2E3 two-hybrid, luciferase; inhibition of corepressor binding, % at 3.98 µM; 360,000 tested, 0.35% active; AID 602229;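 active means inhibition above the mean of all tested compounds plus 3 SD, cut at about 70% in these data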;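 further: 0% = DMSO with NR2E3 transfected cells and 100% = cells lacking NR2E3 construct; higher means lower luciferase signal from less NR2E3 corepressor binding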
hiPSC survival: hiPSC single-cell survival enhancement; ATPlite luminescence; 100% = ROCK inhibitor wells, 0% = DMSO; survival enhancement, % at 20 µM; 360,000 tested, 0.044% active; in the data active means survival enhancement above about 18%;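 further: cells exposed to compounds for 16 hours before the ATP read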
KKLEB cytotox: reduces viability of KKLEB cystic fibrosis airway cells; activity change (cytotoxicity), % at 5 µM; KKLEB CF airway cells viability, ATPlite luminescence, overnight; hits give low values; cells stimulated with P. aeruginosa culture filtrate; 360,000 tested, 0.36% active;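 active means corrected activity change at or below -50% at 5 µM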
* = called active by the depositor; nt = no result given. An excerpt; count on the stated rates, not on these rows.

mol,Peg3 promoter,KKLEB cytotox,NR2E3 ag-1,NR2E3 ag-2,TRAIL sens C8,HIF-2a inh,Shn3 inh set2,hiPSC survival,EBV LMP1 NFkB,CF NFkB inh,TRPM1 prom inh
O=C(Nc1ccnn1C1CCN(C(=O)CCc2ccc(F)cc2)CC1)C1CCOC1 (configuration not stated),1,26,3,-15,2,-15,10,0.0,10,8,-5
COc1ccccc1C(=O)NCCc1nc2ccccc2n1C,4,5,3,-12,-13,-2,-7,3.5,-6,13,-23
OC(COc1cc(Cl)c(Cl)cc1Cl)CN1CCN(c2ncccn2)CC1 (configuration not stated),-4,-4,-1,-21,-14,20,-11,-2.8,-3,-18,3
CCOc1ccc(C(=O)n2cnnc2N)cc1,15,-8,-1,-16,8,14,-6,0.8,10,21,11
N#Cc1ccc(C(=O)NN2C(=O)NC3(CCCCC3)C2=O)cc1,-1,-2,nt,15,17,9,-37,-0.5,-6,15,-3
Cc1cc(C)cc(N(C(=O)Cn2nnc3ccccc32)C(C(=O)NCc2ccco2)c2ccncc2)c1 (configuration not stated),-1,12,5,-17,-2,8,6,1.6,0,-3,6
NS(=O)(=O)c1ccc(CCNC(=O)C2CCCCC2)cc1,19,-6,5,3,4,13,2,7.6,0,4,3
O=C(N/N=C\c1ccc(F)cc1)c1ccc(F)cc1,-190,0,0,-4,14,-243,-4,0.4,-15,8,-78
COc1ccc(C(=O)NCCS(=O)(=O)N2CCc3ccccc3C2)cc1OC,4,8,3,-2,7,3,8,-0.5,2,-13,6
COc1cccc(CCNC(=O)c2cc(COc3c(F)cccc3F)on2)c1,-8,-18,1,-12,7,-41,12,-0.5,-6,8,-6
COC(=O)c1ccc(CNC(=O)c2ccc3c(c2)NC(=O)CS3)cc1,14,6,0,-20,-12,1,18,-1.8,-5,-17,9
COc1ccc(NC(=O)c2ccc(C#N)cc2)cc1NS(=O)(=O)c1ccc(F)cc1,3,4,-3,18,-5,0,30,2.0,-3,-16,4
COc1ccc(C)cc1NC(=O)C(c1ccccc1)N1CCN(CC(=O)NC2CC2)CC1 (configuration not stated),15,4,nt,2,-4,-4,4,0.1,3,-1,-3
COc1cc2[nH]c(=O)c(C(=O)NCCCN3CCCCC3)c(O)c2cc1OC,-9,8,0,-11,-2,-3,0,5.6,-22,-8,-1
CCOc1ccc(N2C(=O)CC(N3CCOCC3)C2=O)cc1 (configuration not stated),-59,-4,-1,-3,19,-4,-3,-1.7,-2,9,10
Cc1ccc(S(=O)(=O)NN=Cc2ccc(N3CCOCC3)cc2)cc1[N+](=O)[O-],-2,6,nt,5,9,-5,2,-0.4,-5,-24,nt
CCOc1ccc(NC(=O)CCN2CCN(C)CC2)cc1,6,0,2,5,16,15,-55,-0.3,0,12,16
COc1cc(/C=N/NC(=O)c2ccc3nc[nH]c3c2)cc(OC)c1OC(C)=O,-5,8,nt,-26,2,17,-16,-1.8,6,9,nt
COc1ccc(S(N)(=O)=O)cc1C(=O)NC1CCCc2ccccc21 (configuration not stated),2,4,4,-6,4,9,-3,-0.4,-8,-6,6
O=C(CCN1C(=O)/C(=C/c2ccccc2Cl)SC1=S)NNC(=O)c1ccccc1O,21,-1,0,-46,-4,13,-43,-0.6,-6,-16,5
CCCCCC(=O)Nc1ncc2c(n1)CC(c1cccs1)CC2=O (configuration not stated),13,9,3,7,-15,4,5,1.7,nt,-6,nt
COc1ccc(OCC(=O)N/N=C(\C)CC(=O)Nc2ccc(OC)cc2[N+](=O)[O-])cc1,18,4,-1,-44,-2,23,-1,-1.2,-1,-12,4
CN1CCC(N(C)C(=S)NC(=O)c2cc(-c3cccc(Br)c3)nc3ccccc23)CC1,-5,5,3,-16,1,1,5,-0.1,0,1,9
CC1(C)CC(=O)c2cn3nc(C(F)(F)F)nc3nc2C1,11,-12,1,3,1,7,-3,-0.8,-6,14,4
CC(CCc1ccccc1)NC(=O)c1ccc(-n2cncn2)c([N+](=O)[O-])c1 (configuration not stated),16,8,6,-3,13,20,4,0.3,-2,6,5
CCCNC(=O)C(Cc1ccccc1)NS(=O)(=O)c1ccc2c(c1)CCC(=O)N2 (configuration not stated),14,-1,3,-16,1,2,-14,-0.5,-3,15,-2
CCOc1cc(C(=O)Nc2ccc([N+](=O)[O-])cn2)cc(OCC)c1OCC,25,7,-2,6,23,1,3,0.4,0,2,-11
Cc1c(Cl)cnc(NC(=O)COC(=O)CCc2nc3ccccc3s2)c1Cl,9,4,3,-4,5,16,-8,4.0,1,4,2
OCc1cccc(-c2csc(C(O)(c3ccccc3)C(F)(F)F)n2)c1 (configuration not stated),9,-2,nt,-17,-1,11,2,1.4,nt,2,nt
Cc1ccc(OCC(=O)N2CCN(C(=O)c3cccnc3)CC2)cc1,5,10,-2,4,-2,21,-5,0.3,-7,-9,3
Cc1ccc(S(=O)(=O)c2nc(-c3ccco3)oc2SCC(=O)NCC2CCCO2)cc1 (configuration not stated),21,7,2,-44,-6,9,-2,-1.4,-23,-2,-5
COc1ccc(-n2nnnc2SCC(=O)N2CCCC2=O)cc1,9,0,2,-25,-14,9,-1,-0.6,5,13,6
COc1ccc(OC)c(N(CC(=O)NCC2CCCO2)S(=O)(=O)c2ccccc2)c1 (configuration not stated),1,1,8,-18,1,17,-4,1.3,-4,6,11
Oc1ccccc1Cc1c(O)ccc2ccccc12,29,9,0,-21,-6,13,15,-2.6,7,6,9
Nc1ncnc2c1ncn2[C@@H]1O[C@H](CNC(=O)OC[C@@H](N)Cc2ccccc2)[C@@H](O)[C@H]1O,-2,-12,nt,-6,-3,10,2,3.0,nt,1,nt
Cc1ccc(-n2c(SCC(=O)N/N=C/c3ccccc3OCC(=O)O)nc3ccccc3c2=O)cc1,9,-2,0,-35,-3,9,4,-0.2,-5,23,6
Cc1ccc(NC(=O)c2cccnc2)cc1S(=O)(=O)N(C)C,-5,-7,2,11,4,-3,5,-2.3,-3,-8,-1
Clc1ccc(CCNc2nc3ccccc3n3nnnc23)cc1,-9,4,1,-24,-10,-8,-20,0.9,-4,4,nt
CCOc1cc(CNCC(C)C)c(Cl)cc1OCC(=O)Nc1ccccc1,12,4,-3,-4,-2,3,2,0.1,-37,-8,-8
COc1cc(/C=N/NC(=O)C2CCN(CC(O)COCc3ccccc3)CC2)cc(OC)c1OC (configuration not stated),7,-2,3,-19,9,4,74,-0.2,8,-2,-1
COc1ccc(N(CC(=O)Nc2cc(C)ccc2C)S(=O)(=O)c2c(C)noc2C)cc1,25,-2,-2,-40,22,15,-13,-0.3,-2,-6,0
NS(=O)(=O)c1ccc(CCNCc2cc(Br)ccc2OCc2ccccc2)cc1,20,-2,2,35,12,17,82,0.1,8,-5,-7
CCc1cc2c(-c3ccccc3)cc(=O)oc2c(CN2CCOCC2)c1O,14,-7,4,-19,-3,13,2,0.6,5,5,5
CCOc1cc(/C=C2\N=C(C)OC2=O)cc(Br)c1OCC(=O)OC,14,6,1,-2,-8,14,12,0.5,2,-1,29
CCN1C(=O)/C(=C2\C=Cc3ccccc3N2CC)OC1=S,-36,7,-2,-33,-1,-85,-1,-1.1,-1,0,-9
O=C(Cc1ccc(Br)cc1)NNC(=O)c1cccs1,-17,-1,nt,-13,-1,-16,-19,-1.2,-4,-7,-3
CC(C)=CCN1CCN(Cc2nc(C(C)C)cs2)CC1CCO (configuration not stated),-3,-10,2,42,13,9,-1,-0.3,-5,2,4
Cc1cccc(NC(=O)c2cc([N+](=O)[O-])ccc2N2CCOCC2)c1C,21,20,nt,13,-21,17,0,2.7,4,-33,nt
COc1ccc(-c2c(-c3cc(OC)c(OC)c(OC)c3)noc2C)cn1,-57,-30,-3,-8,18,-29,-2,-1.0,7,25,nt
Cc1ccc(S(=O)(=O)NCCC(=O)N2CCCCCCC2)cc1C,8,13,3,14,-15,11,-90,0.0,-5,8,13

Next entries follow.
mol,Peg3 promoter,KKLEB cytotox,NR2E3 ag-1,NR2E3 ag-2,TRAIL sens C8,HIF-2a inh,Shn3 inh set2,hiPSC survival,EBV LMP1 NFkB,CF NFkB inh,TRPM1 prom inh
O=C(CN1C(=O)NC2(CCc3ccccc32)C1=O)Nc1ccccc1Cl (configuration not stated),11,5,nt,10,-9,-3,-13,0.0,5,12,0
CCOC(=O)c1ccc(-n2c(C)ccc2C)cc1,3,-1,3,-30,-19,9,-7,0.3,-5,12,-9
O=C(CCCSc1nc(-c2ccco2)cc(C(F)(F)F)n1)NCC1CCCO1 (configuration not stated),6,3,0,-4,-6,8,0,-0.6,3,0,8
O=c1[nH]c2ccsc2c(=O)n1CCO,11,4,-2,5,-7,9,-3,-0.3,8,-3,5
COc1ccc(S(N)(=O)=O)cc1C(=O)N(C)CC(=O)Nc1ccc(N2CCOCC2)cc1,17,-2,-4,-6,4,4,14,0.2,nt,2,5
CC1CN(C(=O)c2cc(S(=O)(=O)N(C)c3ccc(F)cc3)ccc2Cl)CC(C)O1 (configuration not stated),13,10,-2,3,-12,11,10,0.9,5,10,3
Cc1cc(C)nc(-n2nc(C)c(Oc3ccccc3O)c2C)n1,-25,16,1,-14,0,16,-1,0.1,-7,-15,6
CCC(C)(C)c1ccc(Oc2cccc(C(=O)O)c2)cc1,-209,-5,-2,-90,18,25,-47,-0.7,-16,-12,-35
O=C(NCC1CCCO1)c1cccc(S(=O)(=O)N2CCCCC2)c1 (configuration not stated),5,-2,nt,24,6,10,12,0.2,7,-7,4
c1ccc(-c2nnc(CN3CCCCC3)o2)cc1,-80,9,1,-9,-4,-84,-26,-0.4,-13,-11,-16
CC1CCCCN1C(=O)Cn1cnc2cc([N+](=O)[O-])ccc2c1=O (configuration not stated),3,-5,1,-36,8,13,-3,-0.3,-4,1,20
CCN(CC)CCNC(=O)c1ccc(N2CCCCC2)c(NS(=O)(=O)c2ccc(C)cc2)c1,33,-19,-3,24,-10,-7,-3,-1.6,-3,18,-8
CCc1cccc(CC)c1NC(=S)/C(=C(\[O-])c1ccc(Cl)s1)[n+]1ccccc1,11,6,-1,-18,0,0,24,-1.0,-8,-3,8

Copied from the list:
O=C(CN1C(=O)NC2(CCc3ccccc32)C1=O)Nc1ccccc1Cl (configuration not stated) @ NR2E3 ag-2 = 10
CCC(C)(C)c1ccc(Oc2cccc(C(=O)O)c2)cc1 @ NR2E3 ag-1 = -2
COc1ccc(S(N)(=O)=O)cc1C(=O)N(C)CC(=O)Nc1ccc(N2CCOCC2)cc1 @ CF NFkB inh = 2
